uPA surface inh = qHTS for Inhibitors of Cell Surface uPA Generation. cell surface uPA generation assay, qHTS. Potency, µM (doses to about 38.3 µM), without a hit: top-dose activity change, negative = inhibition, hits mostly inhibitors. 330,000 compounds, 0.31% hits. AID 540303, 2011; active = well fitted inhibition curve with a large enough effect; inconclusive = small, poorly fitted or top-dose-only effect; inactive = no such curve, though single readings can be large or run the other way; tested in mouse RAW 264.7 cells; also: potency is read from the fitted curve at half-maximal effect; % is scaled to controls: 0 for no effect and ±100 for the full control effect; nearly all actives have a fitted effect of over 55% in size
Tb PFK inh = qHTS Assay to Find Inhibitors of T. brucei phosphofructokinase | Potency, µM (series often up to 57.5 µM), for inactives: at the highest dose activity, negative = inhibition, most hits filed as inhibitors | ATP-dependent 6-phosphofructokinase (Trypanosoma brucei brucei), O15648 | 330,000 compounds, 0.17% hits | T. brucei PFK, ADP-Glo luminescence;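 also: potency is read from the fitted curve at half-maximal effect; 0% = uninhibited 1x PFK enzyme wells and -100% = no-enzyme wells; nearly all actives have a fitted effect of over 60% in size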
Target sequence (O15648 whole entry, looked up): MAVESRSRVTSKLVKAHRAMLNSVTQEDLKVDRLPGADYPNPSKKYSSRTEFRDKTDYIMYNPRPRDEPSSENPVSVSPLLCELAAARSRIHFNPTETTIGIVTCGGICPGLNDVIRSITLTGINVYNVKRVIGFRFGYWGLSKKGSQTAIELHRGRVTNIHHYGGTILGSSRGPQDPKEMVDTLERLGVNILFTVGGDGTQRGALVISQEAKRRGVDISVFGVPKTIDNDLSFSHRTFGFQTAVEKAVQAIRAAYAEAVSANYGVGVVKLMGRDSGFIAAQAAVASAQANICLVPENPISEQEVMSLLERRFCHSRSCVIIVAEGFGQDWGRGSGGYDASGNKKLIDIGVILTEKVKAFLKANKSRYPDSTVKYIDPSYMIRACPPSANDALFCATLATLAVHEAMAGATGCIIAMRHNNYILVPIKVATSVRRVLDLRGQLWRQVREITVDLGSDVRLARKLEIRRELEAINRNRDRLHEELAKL
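1.25 nM PFK with 0.5 mM F6P and 0.1 mM ATP in 0.1 M TEA pH 8.0, 5 mM MgCl2, incubated 45 min at room temperature; ADP measured by ADP-Glo luminescence; compounds titrated up to 57 uM.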
Eya2 inh = qHTS Assay for Inhibitors of the Phosphatase Activity of Eya2; 330,000 compounds, 0.006% hits; Potency, µM (doses to about 76.9 µM), without a hit: at the highest dose activity, negative = inhibition, actives largely listed as inhibitors; recombinant Eya2, OMFP fluorescence dephosphorylation (OMFP is methylfluorescein phosphate); Protein phosphatase EYA2 (Homo sapiens), O00167; AID 488837, 2010; also: potency is read from the fitted curve at half-maximal effect; % is scaled to controls: 0 for no effect and ±100 for the full control effect
Target sequence (O00167 whole entry, looked up): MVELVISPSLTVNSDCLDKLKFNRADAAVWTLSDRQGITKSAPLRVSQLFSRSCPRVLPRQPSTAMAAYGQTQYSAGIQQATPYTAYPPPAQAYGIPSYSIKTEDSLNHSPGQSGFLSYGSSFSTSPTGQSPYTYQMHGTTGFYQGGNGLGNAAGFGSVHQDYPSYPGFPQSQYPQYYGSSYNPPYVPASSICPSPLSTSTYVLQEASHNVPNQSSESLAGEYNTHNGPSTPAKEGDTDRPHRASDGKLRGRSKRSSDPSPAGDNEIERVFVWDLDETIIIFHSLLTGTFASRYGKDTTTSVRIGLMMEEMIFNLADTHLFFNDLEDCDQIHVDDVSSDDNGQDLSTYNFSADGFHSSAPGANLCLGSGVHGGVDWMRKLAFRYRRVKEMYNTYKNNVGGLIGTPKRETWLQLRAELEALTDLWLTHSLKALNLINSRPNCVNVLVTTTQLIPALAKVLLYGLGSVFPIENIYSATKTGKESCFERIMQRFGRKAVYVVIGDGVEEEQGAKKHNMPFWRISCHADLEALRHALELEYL
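Eya2 (0.2 uM) preincubated 10 min at ambient with compound, then OMFP substrate added at 50 uM; 10 min reaction in 50 mM HEPES pH 7.5, 50 mM NaCl, 5 uM MgCl2, 0.05% BSA, 1 mM DTT. Fluorescence read at Ex 485/Em 525 nm.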
USP2a inh = qHTS Assay for Inhibitors of Ubiquitin-specific Protease USP2a Using CHOP2 as the Reporter | AID 463254, 2010 | 330,000 compounds, 0.01% hits | Potency, µM (top dose mostly 38.3 µM), without a hit: at the highest dose activity change, negative = inhibition, actives largely listed as inhibitors | USP2 core, Ub-CHOP2 coupled fluorogenic reporter, 485/531;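 also: potency is read from the fitted curve at half-maximal effect; plate controls were DMSO wells for no effect and full inhibition by NEM control for full effect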
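USP2 core (10nM final) preincubated 30min RT with compound in 20mM Tris-HCl pH 8.0, 2mM CaCl2, 2mM beta-mercaptoethanol, 0.05% CHAPS; 25nM Ub-CHOP2 plus 25nM reporter substrate added, fluorescence (Ex485/Em531) read after 60min.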
TCR activator = Activators of T cell receptors: qHTS campaign. AID 504894, 2011. Potency, µM (top dose mostly 9.22 µM), without a hit: at the top dose activation of IL-2 secretion, most hits filed as activators. 330,000 tested, under 10 active. primary human leukocytes, anti-CD3, IL-2 HTRF, 48 h; also: % of control where 0% means no effect
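Primary human leukocytes were stimulated with a-CD3 beads plus compounds for 48 hr without co-stimulation; secreted IL-2 was quantified by HTRF using a-IL-2-K (europium cryptate) and a-IL-2-d2, excited at 320nm with acceptor emission read at 665nm.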
BCR signal inh = qHTS Assay to Find Inhibitors of Chronic Active B-Cell Receptor Signaling; ABC-DLBCL IkBa-CBG/CBR reporter, luminescence ratio, 4 h; Potency, µM (highest dose often 46.1 µM), for inactives: top-dose ratio change, negative = lower green/red ratio, actives largely listed as inhibitors; 340,000 compounds, 0.05% hits; active = well fitted inhibition curve with a large enough effect in the signal ratio, with a control signal flat, not every such curve was filed as active; inconclusive = small, poorly fitted or top-dose-only effect, or effect the other way, or a change in a side signal; the % refers to the signal ratio;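 also: potency is read from the fitted curve at half-maximal effect; plate controls were basal doxycycline-induced cells for no effect and cells given 10 µM MG132 for full effect; MG132 reads +100%, hits lower the ratio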
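TMD8 human ABC-DLBCL cells with doxycycline-inducible IκBα–green luciferase fusion and unfused red luciferase, in 0.5% FBS medium; compounds up to 46 uM, 4 h at 37C. Green/red luminescence ratio, filter-overlap corrected, fitted to concentration-response curves.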
PTAP TSG101 blk = qHTS Assay for Iinhibitors of HIV-1 Budding by Blocking the Interaction of PTAP/TSG101; Tumor susceptibility gene 101 protein (Homo sapiens), Q99816; Fluorescence polarization, FITC-PTAP peptide / Tsg101 binding; Potency, µM (highest dose often 115 µM), for inactives: top-dose activity change, negative = inhibition, hits mostly inhibitors; 340,000 tested, under 10 active; AID 493005, 2010; active = well fitted inhibition curve with a large enough effect in the main read-out, with a control signal flat, not every such curve was filed as active; inconclusive = small, poorly fitted or top-dose-only effect, or effect the other way, or a change in a side signal; inactive = no such curve, though single readings can be large or run the other way; also: potency is read from the fitted curve at half-maximal effect; % of control where 0% means no effect
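Fluorescence anisotropy tracks displacement of a FITC-tagged PTAP peptide (50 nM) from the Tsg101 binding domain (10 uM), following a 20 min room-temperature incubation at pH 7.5.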
TSHR antag = Antagonists of the Thyroid Stimulating Hormone Receptor: HTS campaign; 330,000 compounds, 0.2% hits; TSHR-expressing cells, TSH-stimulated cAMP HTRF, 2 h; active compounds read low; activity change, negative = inhibition, % at 11.5 µM; Thyrotropin receptor (Homo sapiens), P16473; AID 504810, 2011;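 active = activity change below a set negative limit, meaning inhibition stronger than a set level, cut at about -70% in these data; inconclusive = activity change between two set negative limits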; also: % is scaled to controls: 0 for no effect and ±100 for the full control effect
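Freshly harvested TSHR cells receive pin-tooled compound, then EC80 TSH at 4nM final. After 2 hours at 37 deg C, antibody in lysis buffer and cAMP-d2 are added; 30 minutes at ambient temperature precede the HTRF read.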
B2AR arrestin = qHTS assay of beta-arrestin-biased ligands of beta2-adrenergic receptor. Beta-2 adrenergic receptor (Homo sapiens), P07550. beta-arrestin recruitment to beta2AR, cell-based reporter. Potency, µM (highest dose often 46.1 µM), for the others: at the top dose activation, most hits filed as activators. 330,000 compounds, 0.02% hits. AID 492947, 2010;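 also: potency is read from the fitted curve at half-maximal effect; 0% = DMSO controls and full agonism = EC100 isoproterenol or metaproterenol; nearly all actives have a fitted effect of over 65% in size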
Mito fusion yeast = qHTS Assay for Small Molecule Inhibitors of Mitochondrial Division or Activators of Mitochondrial Fusion; AID 485298, 2010; S. cerevisiae fusion-defective mutant growth rescue, CellTiterGlo 48 h; Potency, µM (titrated, usually from 46.1 µM), for inactives: top-dose growth rescue (activation), hits mostly activators; 320,000 compounds, 0.23% hits;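 also: potency is read from the fitted curve at half-maximal effect; % of control where 0% means no effect; nearly all actives have a fitted effect of over 45% in size; temperature-sensitive fusion mutants such as fzo1-1 at 37 °C on non-fermentable ethanol glycerol medium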
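Growth-rescue viability read-out: after 48 h at the non-permissive 37C in glycerol/ethanol YPEG, yeast mitochondrial fusion mutants are measured by CellTiterGlo luminescence; compounds (23 nl pinned per well) restoring growth score as division inhibitors or fusion activators.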
ELG1 repair inh = qHTS screen for small molecules that inhibit ELG1-dependent DNA repair in human embryonic kidney (HEK293T) cells expressing luciferase-tagged ELG1. HEK293T ELG1-luciferase reporter, luminescence, 16 h; DNA damage induced by 5-fluorouridine. Potency, µM (doses to about 46.1 µM), inactives show top-dose activity change, negative = inhibition, actives largely listed as inhibitors. 330,000 compounds, 2.3% hits. AID 504467, 2011; also: potency is read from the fitted curve at half-maximal effect; % is scaled to controls: 0 for no effect and ±100 for the full control effect; nearly all actives have a fitted effect of over 55% in size
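In this reporter screen, reduction of luminescence relative to DMSO vehicle indicated activity. Compounds and 5-fluorouridine were added together to 2,000 cells per well, incubated for 16 hr at 37 °C, then developed with ONE-Glo.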
Numbers without * were called inactive; ? = inconclusive; nt = no result given; [ ] = another dose, or the depositor's remark. Unless noted, calls follow the shape of the dose curve; as a rule, active = well fitted curve in the direction sought with a large enough effect; inconclusive = small, poorly fitted or top-dose-only effect, or another doubt; inactive = no such curve, though single readings can be large; an effect the other way counts as inactive or inconclusive.

No.	SMILES	PTAP TSG101 blk	TSHR antag	Mito fusion yeast	TCR activator	uPA surface inh	Tb PFK inh	USP2a inh	Eya2 inh	B2AR arrestin	ELG1 repair inh	BCR signal inh
1	NC(=O)c1ccsc1NC(=O)CSc1n[nH]c(N)n1	4%	-2	nt	4%[46.1 µM]	3%	8%	0%	3%	0.4%	?	-6%
2	Cc1cc(C)cc(N2C(=O)C3NN=C(C(=O)OCc4ccccc4)C3C2=O)c1 (configuration not stated)	-4%	45	20%	0%[46.1 µM]	0%	-11%	0%	7%	2.6%	?	4%
3	O=C1OC(Nc2nccs2)c2ccccc21 (configuration not stated)	-8%	-12	4%	11%	3%	3%	2%	20%	0.0%	1%	-2%
4	COc1ccc(OC)c2[nH]c(=O)c(CCNC(=O)c3ccc(S(=O)(=O)N4CCCCC4)cc3)cc12	-2%	-6	3%	12%	1%	2%	-11%	-23%	4.6%	?	-18%
5	O=C(CCN1C(=O)/C(=C/c2ccccc2)SC1=S)NNC(=O)c1cccnc1	-4%	5	-2%	-6%[46.1 µM]	0%	0%	-4%	-1%	0.4%	-3%	?
6	Cc1sc(NC(=O)c2ccco2)c(C(c2cccnc2)N2CCCC2)c1C (configuration not stated)	-6%	-14	-2%	nt	nt	3%	0%	-1%	0.4%	18%	-17%
7	CCC(C)(C)n1nnnc1CN1CCC(NC(=O)c2ccc(Br)cc2)CC1	0%	3	-6%	1%[46.1 µM]	1%	5%	1%	-3%	0.4%	?	3%
8	COC(=O)CN(CCc1ccccc1)S(=O)(=O)c1ccc(OC)c(OC)c1	-8%	0	-1%	-12%	-1%	1%	0%	3%	-0.2%	-1%	-5%
9	CCNC(=O)C1CCCN1S(=O)(=O)c1ccc(C)cc1 (configuration not stated)	-2%	11	-5%	-3%[46.1 µM]	-5%	2%	0%	3%	-0.4%	11%	0%
10	CCCn1nc([N+](=O)[O-])c(C(C#N)c2nc3ccccc3o2)c(Cl)c1=O (configuration not stated)	-4%	-76*	0%	4%[46.1 µM]	-4%	-5%	-8%	-10%	-0.4%	-5%	?
11	CCCCN(C(=O)CC1CCCC1)c1c(N)n(CC(C)C)c(=O)[nH]c1=O	1%	nt	8%	0%	-11%	0%	0%	9%	-0.2%	4%	4%
12	C=CCNC(=O)CN(Cc1ccccc1)S(=O)(=O)c1ccccc1	-4%	8	4%	2%	-4%	1%	-1%	-17%	-0.5%	1%	6%
13	CCOc1cc(C(=O)NC)cc(Br)c1OC	-13%	1	3%	6%	2%	1%	-1%	7%	-1.0%	2%	1%
14	OC(CNCC1COc2ccccc2O1)COCc1cccs1 (configuration not stated)	-7%	7	2%	-2%[46.1 µM]	nt	-6%	-7%	-4%	-0.4%	12%	10%
15	CCOC(=O)CSc1nnc(NC(=O)c2cccc(S(=O)(=O)N3CCCCC3)c2)s1	1%	-11	1%	1%	14%	-3%	0%	-12%	-0.2%	-4%	1%
16	CCCCNC(=S)N/N=C/c1cc(C)ccc1C	-2%	-8	8%	-4%[46.1 µM]	4%	-6%	1%	-2%	0.4%	-10%	?
17	CCOC(=O)CSc1nnc(CNC(=O)c2cccs2)n1CCc1ccccc1	-10%	-1	-6%	4%	nt	-4%	-6%	-9%	-0.3%	8%	?
18	Cc1ccc(Sc2c([N+](=O)[O-])c(C)nn2C)cc1	-12%	1	-3%	3%	0%	-13%	-1%	5%	-0.7%	-2%	-17%
19	COc1ccc(CNCc2c(O)c(Cl)cc3c(C)c(C)c(=O)oc23)c(OC)c1	-1%	-6	-2%	-4%	-4%	3%	-1%	4%	0.1%	14%	?
20	COc1ccccc1NC(NC(=O)c1cccnc1)C(Cl)(Cl)Cl (configuration not stated)	2%	-18	-3%	2%	2%	1%	-1%	-4%	-0.2%	-11%	-19%
21	Cc1ccc(/C=C(\C#N)C(=O)NC(C)C)o1	-7%	3	-6%	3%	-1%	0%	0%	3%	-0.3%	?	?
22	CC1CCCC(C)N1C(=O)COc1ccc(F)cc1 (configuration not stated)	-2%	10	20%	5%	0%	-5%	1%	6%	-0.1%	-3%	1%
23	Cc1cc(C(=O)CSc2nc3ccccc3o2)c(C)n1CC1CCCO1 (configuration not stated)	-3%	-39	-1%	-5%	1%	0%	0%	-2%	-0.7%	?	?
24	O=C(c1cc(F)c(F)cc1Cl)N1CCN(CCc2ccccc2)CC1	0%	12	0%	14%	-2%	-1%	-1%	-16%	0.3%	-11%	0%
25	CC(=O)Nc1ccc(-c2nnc(SCC(=O)NCc3ccco3)n2C)cc1	-3%	0	-1%	-13%	1%	-16%	5%	30%	-0.1%	8%	?
26	O=C(NC1CCCC1)C(c1c(F)cccc1Cl)N(C(=O)c1csnn1)C1CC1 (configuration not stated)	-5%	-2	-5%	-2%	7%	-6%	0%	-7%	0.3%	-4%	-6%
27	Cc1cc(C)cc(NC(=S)Nc2ccccn2)c1	0%	-4	1%	0%[46.1 µM]	-5%	6%	2%	-6%	-0.5%	5%	?
28	O=C(Nc1ccccc1F)n1ncc2cc(Cl)ccc21	-5%	5	5.6µM*	-11%	-3%	-4%	3%	-21%	-0.6%	?	-9%
29	Cc1ccc(C(=O)Nc2cccc3ncccc23)cc1[N+](=O)[O-]	-5%	0	-2%	-3%	-7%	-7%	13%	-3%	-0.6%	2%	-3%
30	Cc1ccccc1N(C(=O)c1snc(C(N)=O)c1N)C(C(=O)NCC1CCCO1)c1ccc(N(C)C)cc1 (configuration not stated)	-1%	7	2%	1%	0%	-1%	1%	10%	-0.3%	-32%	3%

(further entries)
No.	SMILES	PTAP TSG101 blk	TSHR antag	Mito fusion yeast	TCR activator	uPA surface inh	Tb PFK inh	USP2a inh	Eya2 inh	B2AR arrestin	ELG1 repair inh	BCR signal inh
31	CCn1c(SCC(=O)Nc2oc(-c3ccccc3)c(-c3ccccc3)c2C#N)nnc1-c1cc(OC)cc(OC)c1	0%	-6	-3%	nt	nt	-1%	-10%	-3%	-0.2%	?	?
32	COc1cc(NS(=O)(=O)c2ccc(NC(=S)Nc3ccccc3)cc2)nc(OC)n1	-6%	-24	-2%	-3%	0%	0%	1%	4%	0.2%	-1%	1%
33	CCOc1ccc(N(CC(=O)Nc2ccc(OC)cc2OC)S(=O)(=O)c2c(C)[nH]c(=O)[nH]c2=O)cc1	-6%	2	-15%	3%	0%	1%	2%	4%	0.2%	22%	2%
34	CCCCCCSc1ccc(-c2nc3ccc(Cl)cn3c2NC2CCCCC2)cc1	-2%	8	nt	0%	9%	12%	6%	22%	-1.6%	?	?
35	O=C(Nc1ccccc1)Nc1cccc(Cl)c1	-1%	-1	4%	2%	nt	-7%	-1%	5%	-0.3%	?	-3%
36	CC(C)CSc1nc2c(c(=O)[nH]c(=O)n2C)n1CCc1ccccc1	-4%	-2	9%	-6%	-5%	-4%	2%	14%	0.1%	7%	-1%
37	O=C(NCCCN1CCN(C2CCCCC2)CC1)Nc1ccccc1C(F)(F)F	-10%	-18	-4%	5%	-7%	-3%	2%	-6%	0.3%	2%	-11%
38	CCN1CCN(Cc2ccc(NC(=O)c3ccc(C)c(NC(=O)c4nccnc4N)c3)cc2C(F)(F)F)CC1	-1%	11	-7%	-5%	-12%	3%	-2%	-15%	-0.3%	?	?

Rows are unselected; overall some 3% were active at least once.
